# TAAR1 ag: human TAAR1 agonism. CHO RD-HGA16 TAAR1, Fluo-8 calcium fluorescence; vehicle wells 0%, saturating PEA agonist 100%. 360,000 tested, 0.99% active. activation, % at 3 µM. Q96RJ0;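 active = activation above the mean activation of all test compounds in the run plus 3 SD, cut at about 38% in these data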
#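 Test system: RD-HGA16 (CHO) cells co-expressing Gα16 and hTAAR1 / Benchmarks: DMSO vehicle as 0%, PEA at EC100 as 100% / Repeats: no replicates (n 1) / Measure: % activation from peak over basal fluorescence ratio, DMSO-to-PEA scaled / Timing: 17-24 h plating, Fluo-8 75 min 37 °C, 30 min RT / Technique: kinetic Fluo-8 calcium fluorescence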
# M1 ag parental: M1 agonist counterscreen hit in parental CHO-K1 cells | AID 602248 | 360,000 tested, 0.48% active | activation, % at 3 µM | Fluo-8 calcium fluorescence; scaled to maximal ATP response, vehicle zero; in the data active = activation above about 15%;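 also: untransfected CHO-K1 host cells lacking M1 receptor as counterscreen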
# OXTR potentiate: human OXTR potentiation | P30559 | CHO-OTR cells, Fluo-8 calcium fluorescence, potentiator mode; 0% = oxytocin EC15, 100% = EC100 | activation, % at 3 µM | 320,000 tested, 0.061% active;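 active = activation above that plate's cutoff, the mean activation of tested compounds plus 3 SD, cut at about 6.6% in these data, passing the limit was not always enough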;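 also: 100% uses oxytocin at 75 nM as the full agonist control; some results filed as inactive read as strong as hits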
# Target sequence (P30559 whole entry, looked up): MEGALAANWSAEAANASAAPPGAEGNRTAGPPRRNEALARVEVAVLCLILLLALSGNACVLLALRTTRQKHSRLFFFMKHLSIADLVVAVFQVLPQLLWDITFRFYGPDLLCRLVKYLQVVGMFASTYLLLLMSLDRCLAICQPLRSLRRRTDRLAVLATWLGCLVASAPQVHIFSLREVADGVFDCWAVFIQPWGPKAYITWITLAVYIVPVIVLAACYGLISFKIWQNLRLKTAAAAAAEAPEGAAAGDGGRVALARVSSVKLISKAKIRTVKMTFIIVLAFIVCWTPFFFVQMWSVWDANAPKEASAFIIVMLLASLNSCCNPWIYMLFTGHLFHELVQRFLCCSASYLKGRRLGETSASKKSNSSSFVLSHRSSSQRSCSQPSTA
#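 Measured by – Fluo-8 calcium dye fluorescence · Test system – human OTR in CHO cells · Dosing – one concentration, 3.0 µM compound · Controls – EC15 oxytocin alone as 0%, 75 nM oxytocin as 100% · Evaluation – normalized max/min fluorescence ratio, % activation · Timing – 6 min pre-incubation, 100 s read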
# CHO-K1 Ca antag: M1 antagonist counterscreen hit in parental CHO-K1 cells; ATP-induced calcium, Fluo-8 fluorescence; inhibition, % at 3 µM; 360,000 tested, 0.6% active;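 active = inhibition above a per-plate cutoff, the plate's mean sample inhibition plus 3 SD, cut at about 24% in these data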;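 also: 0% = DMSO plus EC80 ATP and 100% = DMSO alone without ATP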
# M1 antag: blocks human M1 muscarinic receptor; CHO-K1 hM1, Fluo-8 calcium fluorescence, ACh EC80 antagonist; P11229; inhibition, % at 3 µM; 360,000 tested, 1.3% active;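 active = percent inhibition above its own plate's cutoff, namely the mean of that plate's compound wells plus 3 SD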;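 also: peak over basal fluorescence ratio during 140 s after agonist addition; 0% = ACh EC80 plus DMSO and 100% = DMSO alone without agonist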
# Target sequence (P11229 whole entry, looked up): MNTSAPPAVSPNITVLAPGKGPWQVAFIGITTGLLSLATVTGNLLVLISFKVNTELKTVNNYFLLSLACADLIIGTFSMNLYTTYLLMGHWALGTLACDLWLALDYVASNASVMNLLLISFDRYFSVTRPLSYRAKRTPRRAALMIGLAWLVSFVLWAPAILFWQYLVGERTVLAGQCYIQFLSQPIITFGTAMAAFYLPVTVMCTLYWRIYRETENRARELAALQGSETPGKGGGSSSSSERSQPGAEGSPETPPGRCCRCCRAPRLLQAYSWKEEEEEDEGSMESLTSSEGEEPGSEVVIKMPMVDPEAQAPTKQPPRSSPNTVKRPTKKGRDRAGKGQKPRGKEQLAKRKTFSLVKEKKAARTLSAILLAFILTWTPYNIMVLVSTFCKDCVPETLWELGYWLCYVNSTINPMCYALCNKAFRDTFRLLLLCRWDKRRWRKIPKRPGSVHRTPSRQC
# CHRM1 agonist: activates human CHRM1 receptor; P11229; 360,000 tested, 0.33% active; CHO-K1 hM1, Fluo-8 calcium fluorescence, agonist mode; 0% DMSO, 100% acetylcholine EC100; activation, % at 3 µM;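 active = activation above the run's mean compound activation plus 3 SD, cut at about 16% in these data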;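 also: peak over basal fluorescence ratio within a 140 s kinetic read after compound addition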
# TAAR1 antagonist: antagonists of human TAAR1 | Q96RJ0 | CHO RD-HGA16 TAAR1, Fluo-8 calcium fluorescence, antagonist | inhibition, % at 3 µM | 360,000 tested, 1.5% active;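 active = inhibition above a per-plate cutoff, the mean inhibition of test compounds on that plate plus 3 SD, cut at about 49% in these data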;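 also: 0% = DMSO plus EC80 beta-PEA response and 100% = DMSO alone without agonist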
#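 test system = CHO RD-HGA16 cells bearing hTAAR1 | replication = singlicate | controls = DMSO-only wells and EC80 β-PEA-stimulated wells | reagent = EC80 β-phenethylamine stimulus | read-out basis = percent inhibition of PEA-evoked calcium signal, max/basal emission ratio | schedule = seeding 17-24 h prior, 75-min 37 °C, 30-min RT dye loading | signal = kinetic Fluo-8 calcium fluorescence measurement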
# CHO parental Ca: counter-screen for OX1R antagonists: effect in parental CHO cells; inhibition, % at 5.6 µM; parental CHO-K1, ATP-induced calcium, Fluo-8 fluorescence; 330,000 tested, 0.63% active;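 active = inhibition above that plate's mean sample inhibition plus 3 SD, cut at about 26% in these data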;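 also: 0% = ATP-challenged DMSO wells and 100% = DMSO wells without ATP; some compounds past the cut are filed as inactive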
#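 test system = CHO parental line | reagent = ATP stimulus | measured by = intracellular calcium via Fluo-8 no-wash fluorescent dye | control set = ATP and no-ATP DMSO wells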
# M1 PAM parental: M1 PAM counterscreen hit in parental CHO-K1 cells | ATP EC20, Fluo-8 calcium fluorescence; 0% at ATP EC20, 100% at ATP max | activation, % at 3 µM | 360,000 tested, 0.02% active | AID 602247;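 active = activation above the run cutoff, the mean activation of all test compounds plus 3 SD, cut at about 40% in these data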;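 also: peak over basal fluorescence ratio in a 140 s read after ATP addition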
# * = called active by the depositor; nt = not tested or not shown. Compounds as they come. Share with any hit: about 4.2%.
SMILES,TAAR1 ag,M1 ag parental,OXTR potentiate,CHO-K1 Ca antag,M1 antag,CHRM1 agonist,TAAR1 antagonist,CHO parental Ca,M1 PAM parental
CC1(C)Cc2nc(N3CCOCC3)c(C#N)cc2CO1,6,-0.1,-4,10,1,-3,-2,-2,3
Cc1cc(NC(=O)CSc2nnc(C)n2-c2ccccc2C)no1,2,0.0,-2,-15,-4,3,4,-15,22
Cc1ccc(NC(=O)CN(C)C(=O)/C=C/c2cccc(F)c2)cc1,0,0.5,-6,-17,-3,-6,-4,-12,21
O=C1c2ccc(Cl)cc2S(=O)(=O)c2cccc(C(=O)N3CCC(Cc4ccccc4)CC3)c21,6,-0.5,-4,-18,-4,-1,21,-24,25
CCCCn1c(N)c(N(CC(C)C)C(=O)c2ccc(S(=O)(=O)N3CCC(C)CC3)cc2)c(=O)[nH]c1=O,1,-0.2,-3,8,11,-3,-9,-3,-17
O=C(CNc1ccc(Br)cc1)NNC1=NCCC1,2,1.0,-7,-10,-13,-8,-12,-7,26
CCCCCn1c(=O)c(-c2nc3ccccc3[nH]2)c(O)c2ccccc21,-1,3.5,-5,0,1,-5,3,1,4
O=C(COc1ccc(Cl)cc1)Nc1ccccc1C(=O)NCc1cccnc1,4,5.3,-3,8,9,-3,31,-22,-5
Cc1ccccc1CN1C(=O)c2ccccc2C1c1nnnn1Cc1ccccc1 (configuration not stated),10,4.6,nt,-18,nt,nt,33,nt,19
CC(C)Cc1nnc(NC(=O)CCC(=O)N2CCN(Cc3ccccc3)CC2)s1,1,1.2,0,1,-6,-6,-16,-17,5
COc1ccnc(Oc2ccccc2)c1C(=O)N/C=N/OCc1ccc(F)cc1Cl,24,8.3,-14,-1,28,5,61*,-7,-3
Cc1c(C)c2c(OCC(=O)NCc3ccncc3)cc3c(c2oc1=O)CCC(C)(C)O3,0,0.0,5,6,-4,-2,-15,-15,-10
C=CCn1c(SCC(=O)N(C)C2CCS(=O)(=O)C2)nnc1-c1ccncc1 (configuration not stated),2,0.4,-6,-9,-14,-2,-6,-7,15
CCc1ccc(N(CC(=O)NC(C)C)C(=O)CCC(=O)Nc2nccs2)cc1,0,0.9,-16,-6,-15,-2,-6,-15,5
O=C(NCCN1CCN(c2ccccc2)CC1)c1cccn2c(=O)c3ccccc3nc12,2,2.2,-5,15,23,-5,19,-20,4
O=C(NCc1ccccc1C(F)(F)F)C1CC(O)CN1C(=O)Nc1ccccc1 (configuration not stated),2,8.0,-3,13,-1,-4,-6,-8,3
CCOC(=O)C1(C(=O)O)NC(=O)CC1c1ccccc1 (configuration not stated),6,-0.1,0,-2,-5,-1,6,1,-10
COCCn1c(-c2ccc(Br)cc2)csc1=Nc1cccnc1,-3,8.0,-11,-16,8,-5,-21,-3,17
S=c1[nH]ncn1/N=C/c1ccc(N2CCOCC2)cc1,5,0.2,-2,-6,-7,0,3,-7,9
Cn1c(C(=O)N2CCc3ccccc3C2)cc2c(=O)n3ccccc3nc21,3,1.3,-11,-1,-10,-3,23,-20,-4

# A draw from above in order of heavy-atom count, low to high.
SMILES,TAAR1 ag,M1 ag parental,OXTR potentiate,CHO-K1 Ca antag,M1 antag,CHRM1 agonist,TAAR1 antagonist,CHO parental Ca,M1 PAM parental
CCOC(=O)C1(C(=O)O)NC(=O)CC1c1ccccc1 (configuration not stated),6,-0.1,0,-2,-5,-1,6,1,-10
C=CCn1c(SCC(=O)N(C)C2CCS(=O)(=O)C2)nnc1-c1ccncc1 (configuration not stated),2,0.4,-6,-9,-14,-2,-6,-7,15
O=C(NCc1ccccc1C(F)(F)F)C1CC(O)CN1C(=O)Nc1ccccc1 (configuration not stated),2,8.0,-3,13,-1,-4,-6,-8,3
COc1ccnc(Oc2ccccc2)c1C(=O)N/C=N/OCc1ccc(F)cc1Cl,24,8.3,-14,-1,28,5,61*,-7,-3

# Additional structures.
SMILES,TAAR1 ag,M1 ag parental,OXTR potentiate,CHO-K1 Ca antag,M1 antag,CHRM1 agonist,TAAR1 antagonist,CHO parental Ca,M1 PAM parental
CCOC(=O)CC(=O)CSc1nc2ccccc2c(=O)n1-c1ccc(C(=O)N2CCOCC2)cc1,3,0.9,2,-7,-9,-2,5,-18,8
S=c1[nH]nc(-c2ccc3ccccc3n2)n1-c1ccccc1,-1,-0.3,-9,-4,-8,-5,-16,-6,26
Nc1ccc2nc3n(c(=O)c2c1)CCC3,0,-0.1,3,26*,-2,3,8,3,-5
O=C(O)c1cc(C(=O)C2CCCCC2)c[nH]1,12,-0.3,-5,-4,0,-8,-7,-9,3
O=[N+]([O-])c1ccc(Cl)c(S(=O)(=O)Nc2ccc(-c3ccc(N4CCOCC4)nn3)cc2)c1,3,-0.2,-5,14,-3,-5,1,-12,-27
CCOc1ccccc1N1CCN(S(=O)(=O)CC)CC1,-1,0.1,-6,8,6,-4,-24,-22,-6
CC(=O)Oc1cc2c(cc1Cl)C1(CC(c3ccccc3Cl)O2)CC(C)(C)NC(=S)N1 (configuration not stated),10,0.5,-11,-5,47*,-3,8,-27,11
Cc1cc(C(=O)C(C)OC(=O)c2cnccn2)c(C)n1-c1ccccc1 (configuration not stated),1,3.8,-6,13,-4,-2,-3,5,-8
CCc1ccc(N(C(=O)CNC(=O)c2cccs2)C(C(=O)NC(C)(C)C)c2cc(OC)c(OC)c(OC)c2)cc1 (configuration not stated),9,-0.1,-4,4,-9,-4,-9,-10,9
Cc1cc(/C=C(\C#N)C(=O)OCC(=O)N(C)c2c(N)n(Cc3ccccc3)c(=O)[nH]c2=O)c(C)n1CC(C)C,0,0.6,nt,-8,-11,-8,-23,nt,14
CC(Sc1nnc2ccccn12)C(=O)NCc1ccc2c(c1)OCO2 (configuration not stated),3,-0.2,-7,-4,-5,-5,-10,-13,3
O=C1NC(=O)/C(=C\c2ccc(OCc3ccccc3)cc2)S1,1,0.8,-7,-6,-2,-2,28,-6,-7
COc1ccc(C(=O)COC(=O)Cn2cnc3c2c(=O)n(C)c(=O)n3C)c(OC)c1,-2,0.7,-4,-1,-17,-1,-7,4,-2
CN(CCC#N)C(=O)COC(=O)c1c2c(nc3ccccc13)/C(=C\c1ccco1)CC2,1,0.4,nt,-10,-15,-4,6,nt,18
C=CCSc1nc2c(c(=O)[nH]c(=O)n2C)n1Cc1ccc(C)cc1,0,3.7,-4,5,-4,0,-12,-6,6
CCN(CC)CCOc1ccc2c(c1)C(=NNC(=O)c1ccccn1)c1cc(OCCN(CC)CC)ccc1-2,0,-0.1,-4,2,2,-6,2,-7,-3
CN1CCC(=O)N([C@H](CSc2ccc(Br)cc2)c2ccccc2)CC1,14,1.4,-6,-3,55*,-13,14,-22,4
CCCCCCCC(=O)OC(CN1CCCCC1)CN1CCCC1=O (configuration not stated),16,0.5,5,-15,-19,-3,-22,0,-6
CCCCC1NC(=S)N(C2CCCCC2)C1=O (configuration not stated),11,2.3,0,-2,-10,-13,-13,14,18
CCOc1cc(S(=O)(=O)N2CCN(CC)CC2)ccc1Cl,1,-0.4,3,-18,-32,-5,8,-20,19
Cn1cnnc1Sc1cc(N2CCN(S(=O)(=O)c3ccccc3)CC2)ccc1[N+](=O)[O-],0,-0.7,-4,0,-12,-9,-11,-12,15
Cn1c(N)c(C(=O)COC(=O)c2cc3ccccc3cc2O)c(=O)n(C)c1=O,6,0.1,-1,9,0,2,9,7,-13
COc1ccc2c(c1)CC(C1(O)C(=O)Nc3ccccc31)C2=O (configuration not stated),9,0.0,0,2,-5,-4,9,0,4
Cc1cccc(NC(=O)c2cc3ccccc3o2)c1,9,-0.6,-4,-2,-15,-6,-14,-19,7
CC(C)C(=O)Nc1ccc(C(=O)Nc2ccc(Br)cc2F)cc1,11,2.6,-4,11,-2,-8,17,1,-2
CC(C)CNC(=S)N(CCN(C)C)Cc1cc2cc3c(cc2[nH]c1=O)OCCO3,-1,0.1,3,-4,-7,-8,-16,-2,16
CC(C)c1ccc(-c2nn(-c3ccccc3)cc2C(=O)NCC2CCCO2)cc1 (configuration not stated),32,1.4,-8,2,2,-1,88*,-22,-11
COCc1cc(=O)[nH]c(/N=C(\N)Nc2ccc(Oc3ccccc3)cc2)n1,4,0.1,-1,-10,-5,-6,8,-16,19
CC(C)N(C(=O)N1CCC(c2nc(-c3ccncc3)no2)CC1)C(C)C,1,7.1,-11,-13,0,-3,2,-8,17
Cc1cccc(NS(=O)(=O)c2cccc(C(=O)NCCCN3CCCC3=O)c2)c1,0,0.4,1,-2,4,-3,0,-16,8
NC(=O)CN1CCCC1c1ccc2c(c1)OCCO2 (configuration not stated),1,1.4,-3,-15,-2,-8,3,2,20
O=C(Nc1ccc(CN2CCOCC2)cc1)c1cc(Cl)ccc1Cl,0,1.7,nt,-11,-26,-5,7,nt,11
CCOC(=O)c1cnn(C)c1NC(=O)c1ccc(Cl)cc1Cl,nt,1.8,-5,-9,-10,-4,nt,-12,-4
O=C(O)CC(Cc1ccc(Br)cc1)C(=O)O (configuration not stated),0,0.1,-1,-4,-1,0,-7,-10,14
COc1cc(C(=O)N(CCc2ccccc2)C2=CC3CCC(C2)N3C)cc(OC)c1OC (configuration not stated),4,0.2,-13,-10,-4,-5,7,-28,17
CCc1ccc2[nH]c(=O)c(CN(CCN(CC)CC)C(=S)NCc3ccco3)cc2c1,7,-0.2,-7,-3,1,-6,-4,-30,-9
O=C1NC[C@H](CC2CCCCC2)N(CCc2cccc(F)c2)C1=O,18,-0.6,-2,3,-7,-2,7,-6,-13
COCCn1cc(C(=O)N2CCCC(C)C2)c2c3ccccc3n(C)c2c1=O (configuration not stated),8,0.7,-3,-38,-12,-2,7,-21,17
Cc1ccc(C)c(OCCC(=O)OCC(=O)NCc2ccccc2)c1,-2,0.4,-8,0,-10,-2,-27,5,-8
CCC(C)(C(=O)NC1CCCCC1)N(C)C(=O)c1ccc2c(c1)OCO2 (configuration not stated),9,0.1,-6,2,-4,-3,1,-4,12
CC(C)CCN1C(=O)c2ccc(C(=O)Nc3cccc(S(N)(=O)=O)c3)cc2C1=O,4,1.4,-6,7,-8,-4,17,-8,11
N#C/C(=C\C1CC2C=CC1C2)c1nc2ccccc2[nH]1 (configuration not stated),13,1.6,0,0,-1,-3,22,-16,9
O=C(NCc1ccccc1)c1cccc(NC(=O)c2ccco2)c1,12,1.6,-10,5,-6,-1,20,-8,-8
CCOn1c(=O)c(-c2cccc([N+](=O)[O-])c2)[n+]([O-])c2ccccc21,9,0.2,-3,0,-8,-4,1,-5,15
O=C(CSc1n[nH]c(-c2ccncc2)n1)Nc1ccccc1Cl,0,0.3,-8,4,9,-2,-14,-5,-25

# Source: PubChem (The Scripps Research Institute Molecular Screening Center)
